Screens: PubChem BioAssay, National Center for Advancing Translational Sciences (NCATS)
WRN inhibitor = qHTS for Inhibitors of WRN Helicase; WRN helicase unwinding, fluorescent forked duplex, kinetic; Potency, µM (top dose mostly 114 µM), for the others: at the highest dose activity change, negative = inhibition, hits mostly inhibitors; actives 0.46% (n = 360,000); AID 651768, 2012; also: potency is read from the fitted curve at half-maximal effect; % is scaled to controls: 0 for no effect and ±100 for the full control effect; nearly all actives have a fitted effect of over 55% in size
Target sequence (Q14191 whole entry, looked up): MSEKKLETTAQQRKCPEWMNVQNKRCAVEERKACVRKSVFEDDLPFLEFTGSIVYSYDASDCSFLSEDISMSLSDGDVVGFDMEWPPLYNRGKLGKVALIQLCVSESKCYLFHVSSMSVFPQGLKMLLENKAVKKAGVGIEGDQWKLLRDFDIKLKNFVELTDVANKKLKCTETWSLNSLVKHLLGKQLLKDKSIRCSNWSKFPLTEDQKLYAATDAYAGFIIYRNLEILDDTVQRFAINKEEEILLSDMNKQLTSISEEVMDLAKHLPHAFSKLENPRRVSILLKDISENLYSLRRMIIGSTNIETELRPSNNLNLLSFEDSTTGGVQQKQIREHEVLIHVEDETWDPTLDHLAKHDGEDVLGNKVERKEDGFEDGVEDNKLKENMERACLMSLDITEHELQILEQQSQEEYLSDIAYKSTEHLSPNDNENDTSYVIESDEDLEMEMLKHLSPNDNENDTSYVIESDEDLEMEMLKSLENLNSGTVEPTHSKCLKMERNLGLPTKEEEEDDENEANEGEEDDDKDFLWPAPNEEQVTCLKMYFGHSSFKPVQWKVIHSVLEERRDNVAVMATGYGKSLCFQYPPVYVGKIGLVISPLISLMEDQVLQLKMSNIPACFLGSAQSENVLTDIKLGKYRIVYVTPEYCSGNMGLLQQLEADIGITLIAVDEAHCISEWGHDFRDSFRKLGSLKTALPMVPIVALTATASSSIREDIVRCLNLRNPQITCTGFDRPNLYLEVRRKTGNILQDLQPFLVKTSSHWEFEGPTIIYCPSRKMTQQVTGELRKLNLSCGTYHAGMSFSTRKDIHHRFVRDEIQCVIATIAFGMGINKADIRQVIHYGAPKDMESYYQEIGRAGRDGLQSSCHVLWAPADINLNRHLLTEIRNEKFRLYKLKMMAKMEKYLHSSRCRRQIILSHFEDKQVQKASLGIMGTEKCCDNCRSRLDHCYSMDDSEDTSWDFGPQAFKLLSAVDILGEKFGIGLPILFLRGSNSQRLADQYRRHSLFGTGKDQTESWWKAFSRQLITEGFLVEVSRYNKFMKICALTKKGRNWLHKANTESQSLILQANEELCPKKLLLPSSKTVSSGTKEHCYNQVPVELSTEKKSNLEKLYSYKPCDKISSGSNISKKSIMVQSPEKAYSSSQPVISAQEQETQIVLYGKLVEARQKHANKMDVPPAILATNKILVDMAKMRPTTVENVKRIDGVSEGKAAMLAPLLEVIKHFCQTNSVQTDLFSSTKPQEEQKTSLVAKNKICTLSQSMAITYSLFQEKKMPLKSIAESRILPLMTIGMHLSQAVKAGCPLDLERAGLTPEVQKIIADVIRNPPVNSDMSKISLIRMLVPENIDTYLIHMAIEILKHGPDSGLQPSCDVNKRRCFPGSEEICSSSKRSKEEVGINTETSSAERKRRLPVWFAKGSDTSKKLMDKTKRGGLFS
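Primary qHTS, 1536-well format. 20 nM WRN + compound, 15 min RT; start with 100 nM forked fluorophore/quencher duplex, 2 mM ATP (final); kinetic read ex 525/em 598 nm.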
PLK1 PBD inh = qHTS for Inhibitors of PLK1-PDB (polo-like kinase 1 - polo-box domain): Primary Screen; Serine/threonine-protein kinase PLK1 (Homo sapiens), P53350; Plk1 PBD binding of FITC phosphopeptide, fluorescence polarization; Potency, µM, for inactives: max response, negative = inhibition, most hits filed as inhibitors; actives 2.8% (n = 360,000); also: potency is read from the fitted curve at half-maximal effect; series mostly up to about 57 µM; % is scaled to controls: 0 for no effect and ±100 for the full control effect; nearly all actives have a fitted effect of over 65% in size
EPAC1 antag = qHTS for Antagonist of cAMP-regulated guanine nucleotide exchange factor 3 (EPAC1): primary screen; AID 720709, 2013; Rap guanine nucleotide exchange factor 3 (Homo sapiens), O95398; actives 0.14% (n = 360,000); EPAC1 GEF assay, Rap1b-BODIPY-GDP exchange fluorescence; Potency, µM (doses to about 115 µM), for the others: at the highest dose activity change, negative = inhibition, actives largely listed as inhibitors;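 also: potency is read from the fitted curve at half-maximal effect; plate controls were vehicle for no effect and positive control for full effect; nearly all actives have a fitted effect of over 50% in size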
FUS suppressor = qHTS for Suppressors of FUS Proteinopathy: Primary screen using FUS-linked yeast assay | S. cerevisiae FUS-expressing, growth rescue, OD600, 24 h | Potency, µM (highest dose often 76.6 µM), for the others: at the top dose growth rescue (activation), actives largely listed as activators | actives 0.24% (n = 390,000);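 also: potency is read from the fitted curve at half-maximal effect; plate controls were DMSO vehicle for no effect and reference control for full effect; nearly all actives have a fitted effect of over 55% in size; some results filed as inactive show a strong effect at the top dose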
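FUS-expressing yeast, raffinose-pregrown, induced in 2% galactose minimal medium at OD 0.005; compounds in a dilution series, 24hr at 30C. Growth restoration read as absorbance at 600 nm. CP55940 positive control, DMSO negative.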
Abeta rescue = qHTS for compounds that reverse cellular toxicity of Amyloid beta (A-beta) peptide in yeast: Primary Screen. yeast expressing A-beta42, growth rescue, OD600, 48 h; response scale: 0% DMSO, 100% iron-clioquinol control. Potency, µM (titrated, usually from 46.1 µM), for inactives: at the highest dose growth rescue, most hits filed as activators. actives 0.063% (n = 410,000). AID 1347071, 2019; also: potency is read from the fitted curve at half-maximal effect; nearly all actives have a fitted effect of over 55% in size
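Yeast growth medium received pinned compounds, then yeast cells expressing toxic A-beta were added; plates incubated at 30 C for 48 hr. Growth read as absorbance at 600 nm, normalized to DMSO and equimolar FeCl3 plus clioquinol controls.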
aSyn yeast inh = qHTS of alpha-syn Inhibitors; Yeast expressing alpha-synuclein, growth rescue, BacTiter-Glo, 24 h; Potency, µM (titrated, usually from 46.1 µM), for inactives: at the highest dose growth rescue (activation), usual class: activators; actives 0.14% (n = 370,000); AID 652106, 2013; also: potency is read from the fitted curve at half-maximal effect; % of control where 0% means no effect; nearly all actives have a fitted effect of over 65% in size
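Rescue of yeast growth: cells expressing toxic alpha-synuclein, induced in galactose at OD600 0.02, incubated with compound 24 h at 30 C. ATP luminescence quantified growth; inhibitors of toxicity appear as activators.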
EPAC1 agonist = qHTS for Agonist of cAMP-regulated guanine nucleotide exchange factor 3 (EPAC1): primary screen. EPAC1 agonist qHTS, biochemical assay; response scale: 100% = response to 6.5 mM cAMP. Potency, µM (series often up to 154 µM), for the others: at the highest dose activation, hits mostly activators. actives 0.073% (n = 360,000). AID 720707, 2013; also: potency is read from the fitted curve at half-maximal effect; nearly all actives have a fitted effect of over 60% in size
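Normalized to 6.5 mM cAMP, activity reflects EPAC1-catalysed release of BODIPY-GDP from Rap1B, followed kinetically over 30 min at 480 nm excitation, 540 nm emission. Reaction contained 100 nM EPAC1, 250 nM Rap1B-BODIPY-GDP, 50 uM GDP.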
IL2 activator = qHTS of IL-2 Activators; IL-2 activation reporter assay, cell-based qHTS; stimulated with anti-CD3/CD4/CD28 beads; in transgenic mouse T cells; activation, % (series mostly up to about 46 µM); actives 0.065% (n = 360,000); in the data active = activation above about 50%; inconclusive = mostly about 30% to 49%; also: 0% is about no effect
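Quantitative HTS in unstimulated transgenic mouse T cells, with memory T cells as non-tolerant control and PMA/ionomycin as tolerance-bypass control. Compound pretreatment lasted 60 minutes before 18 h bead stimulation; EGFP/DsRed fluorescence read.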
PI5P4Ka inh = qHTS for Inhibitors of phosphatidylinositol 5-phosphate 4-kinase (PI5P4K); actives 1.2% (n = 330,000); max response, %; PI5P4Kalpha enzyme, ADP-Glo luminescence, 60 min; active compounds read low; AID 652105, 2013; Phosphatidylinositol 5-phosphate 4-kinase type-2 alpha (Homo sapiens), P48426; active = max response of -50% or lower; inconclusive = between -30% and -50%; inactive = -30% or higher; also: value at the top dose of about 77 µM; % is scaled to controls: 0 for no effect and ±100 for the full control effect
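Enzyme plus substrate dispensed, test compounds pinned in, then ATP (5 microM final) added. After 60 min at RT, ADP-Glo reagent 1 for 45 min and reagent 2 for 30 min preceded luminescence imaging.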
* hit, by the source's call; ? = inconclusive; / = no result given; & = joins results of further samples; [ ] = remark or other dose. Unless noted, calls follow the shape of the dose curve; as a rule, active = well fitted curve in the direction sought with a large enough effect; inconclusive = small, poorly fitted or top-dose-only effect, or another doubt; inactive = no such curve, though single readings can be large; an effect the other way counts as inactive or inconclusive.

SMILES	WRN inhibitor	PLK1 PBD inh	EPAC1 antag	FUS suppressor	Abeta rescue	aSyn yeast inh	EPAC1 agonist	IL2 activator	PI5P4Ka inh
O=C(O)c1ccc(CSc2nc3ccccc3c(=O)n2-c2ccccc2)cc1	3%	-3%	0%	4%	7%	12%	-4%	1.9	-1
COc1ccc(NC(=O)CN2CCC(C(N)=O)(N3CCCCC3)CC2)c(OC)c1	-11%	0%	5%	11%	-9%	2%	10%	-0.7	7
Cc1ccc(N2CCN(C(=S)c3ccc(N(C)C)cc3)CC2)cc1	8%	17µM*	0%	?	29%	-28%	13%	-1.4	/
Cc1cccc(C)c1-n1cccc1/C=C1\SC(=S)N(c2cccc(C(=O)O)c2)C1=O	?	?	50µM*	?	-3%	-10%	1%	0.6	?
COC(=O)C1=C(C(=O)OC)[C@@H]2Nc3ccccc3[C@@]23C[C@@H](C(=O)OC)N(C(C)=O)C3=N1	-1%	-6%	6%	-6%	-12%	0%	2%	0.1	-2
O=C(NCc1ccco1)/C(=C/C=C\c1ccccc1)NC(=O)c1ccc(Br)o1	-10%	-15%	?	/	17%	1%	17%	1.4	1
O=[N+]([O-])c1ccc(C2(O)CN(c3ccccc3)C3=[N+]2CCS3)cc1 (configuration not stated)	-33%	0%	-18%	13%	1%	15%	4%	-4.1	1
O=C(CCCCCn1c(=S)[nH]c2ccccc2c1=O)N1CCOCC1	-6%	-7%	-7%	-15%	12%	/	14%	0.7	-4
COc1ccc(-c2csc(NC(=O)c3ccc(N4C(=O)CCC4=O)cc3)n2)cc1	-7%	-10%	-12%	-4%	-2%	2%	6%	1.7	8
COc1ccccc1/C=C/C(=O)OCC(=O)NCc1ccc2c(c1)OCO2	7%	-8%	-8%	-21%	-9%	-14%	-1%	0.5	1
COC(=O)c1ccc(COC(=O)C2CCN(S(=O)(=O)c3ccccc3C(=O)OC)CC2)cc1	4%	-1%	-20%	/	-2%	4%	6%	-1.3	-3
N#CCSc1ccccc1NC(=O)COC(=O)Cc1c[nH]c2ccccc12	9%	6%	-13%	0%	7%	10%	11%	0.1	-1
O=C(C1CCC1)N1CCC(O)(c2cccc(F)c2)CC1	10%	-16%	-4%	4%	-18%	-2%	11%	0.8	-7
CC1CCCN(C(=O)CN2C(=O)c3ccccc3C2=O)C1 (configuration not stated)	-1%	-2%	0%	-16%	20%	/	0%	0.9	-3
Cc1cccc(C(=O)N2CCN(C(=O)c3cccc(C)c3)C(C)C2)c1 (configuration not stated)	-4%	1%	-3%	5%	22%	7%	-6%	0.8	3
C/C(=N\NC(=O)CNC(=O)C1COc2ccccc2O1)c1ccco1 (configuration not stated)	-2%	0%	2%	1%	1%	-1%	-6%	0.9	2
CCN(C(=O)COC(=O)CCC(=O)c1cccs1)C1CCCCC1	2%	-23%	4%	7%	-6%	-15%	-5%	0.3	1
Cc1ccc(NS(=O)(=O)c2ccc(Cl)c(C(=O)Nc3ccccc3-c3nc4ccccc4[nH]3)c2)cc1C	-12%	-20%	12%	37%	4%	9%	22%	-1.8	3
Cc1cccc(N2CCN(C(=O)c3ccc(NC4=NC5CS(=O)(=O)CC5S4)cc3)CC2C)c1 (configuration not stated)	-3%	24µM*	-7%	0%	3%	2%	-4%	-2.2	-16
COCCNCCOc1ccccc1-c1ccccc1	-10%	-6%	-11%	4%	11%	11%	3%	-1.8	-1
CC1CCCCN1C(=O)CSc1nc2ccsc2c(=O)n1Cc1ccccn1 (configuration not stated)	0%	-7%	-3%	26%	3%	1%	0%	-1.3	/
COc1nc(OC)nc(N2CCC(C(=O)NCc3ccc(F)cc3)CC2)n1	-1%	-3%	-2%	-10%	1%	-4%	6%	0.4	/
Cc1ccc(S(=O)(=O)N(C)c2ccc(OCC(=O)OCC(=O)N(CC#N)c3ccccc3)cc2)cc1	-7%	2%	10%	37%	12%	0%	2%	-0.6	5
COCCNC(=O)c1onc(CSc2ccc(F)c(F)c2)c1C(=O)NCCOC	14%	7%	22%	-20%	-13%	-1%	-9%	0.0	2
O=C(NCc1ccccn1)C1CCCN(S(=O)(=O)c2cc(Cl)ccc2Cl)C1 (configuration not stated)	-2%	-3%	?	17%	-10%	2%	-1%	-2.2	5
CC(C)NS(=O)(=O)c1ccc(NC(=S)NC(=O)c2cccc([N+](=O)[O-])c2)cc1	3%	-24%	-6%	/	-1%	-7%	-1%	-3.2	3
O=C(CN1C(=O)NC2(CCCCC2)C1=O)Nc1cc(C(F)(F)F)ccc1N1CCCCC1	-12%	-1%	-8%	8%	3%	-1%	-21%	1.3	-6
COc1ccc2c(c1)c1nnc(SCC(=O)NC3CC3)nc1n2C	-11%	-24%	?	-3%	2%	0%	-14%	-1.7	0
CCCCNC(=O)C1CCN(Cc2ccc(OCc3ccccc3)cc2)CC1	5%	-2%	-3%	-8%	13%	-3%	2%	-0.5	0
Cc1ccc[n+](/C(C(=S)NCc2ccco2)=C(/[O-])c2ccccc2Cl)c1	-3%	-2%	-12%	12%	-4%	1%	0%	1.3	11
CCCCOC(=O)c1ccc(NC(=O)c2c(N)n(C)c(=O)[nH]c2=O)cc1	10%	-18%	-11%	-26%	8%	0%	-18%	-0.3	1
COc1ccc(NC(=O)COc2ccccc2Cc2ccccc2)cc1S(N)(=O)=O	-2%	-5%	-8%	0%	-6%	-2%	-13%	-4.1	-8
CN(C)CCNC(=O)/C(=C/c1ccc(-c2cccc(Cl)c2)o1)NC(=O)c1ccccc1	-15%	-2%	6%	21%	-8%	-10%	8%	4.4	1
Cc1ccnc(NS(=O)(=O)c2ccc(NC(=O)c3cc(-c4ccc(Br)cc4)nc4ccccc34)cc2)n1	?	-16%	24%	36%	3%	0%	-13%	0.3	?
COC(=O)c1c(NC(=O)COC(=O)c2ccc(NC(=O)CC#N)cc2)sc2c1CCCCC2	56µM*	-14%	?	13%	-10%	4%	-9%	0.7	-62*
Cn1c(=O)c2c(nc(NC3CCCCC3)n2CC(=O)C23CC4CC(CC(C4)C2)C3)n(C)c1=O	-11%	-13%	-9%	31%	-7%	0%	-5%	2.7	0

Record cards, from the list above. Values in the order: WRN inhibitor, PLK1 PBD inh, EPAC1 antag, FUS suppressor, Abeta rescue, aSyn yeast inh, EPAC1 agonist, IL2 activator, PI5P4Ka inh
Shown for COCCNC(=O)c1onc(CSc2ccc(F)c(F)c2)c1C(=O)NCCOC → 14%, 7%, 22%, -20%, -13%, -1%, -9%, 0.0, 2
Shown for Cc1ccc(S(=O)(=O)N(C)c2ccc(OCC(=O)OCC(=O)N(CC#N)c3ccccc3)cc2)cc1 → -7%, 2%, 10%, 37%, 12%, 0%, 2%, -0.6, 5

Continued:
SMILES	WRN inhibitor	PLK1 PBD inh	EPAC1 antag	FUS suppressor	Abeta rescue	aSyn yeast inh	EPAC1 agonist	IL2 activator	PI5P4Ka inh
O=C(COC(=O)CCNS(=O)(=O)c1ccccc1)NC(=O)Cc1ccccc1	0%	3%	20%	4%	4%	2%[1.84 µM]	-4%	-0.8	0
COC(=O)c1sccc1S(=O)(=O)Nc1ccc(C(O)(C(F)(F)F)C(F)(F)F)cc1	-7%	-8%	-9%	-8%	-1%	-6%	-19%	-0.7	-8
CN(C)CCNC(=O)C(=O)NCC1CCCN1S(=O)(=O)c1cccs1 (configuration not stated)	-10%	-5%	-4%	1%	4%	-11%	-9%	0.0	1
COc1cccc(C(=O)/C=C/Nc2cccc(O)c2)c1	-20%	-6%	12%	28%	-24%	-34%[inhibitor]	12%	-0.1	/
CCCC(C(=O)Nc1cc(S(=O)(=O)N2CCOCC2)ccc1OC)c1ccccc1 (configuration not stated)	-3%	6%	-7%	31%	18%	2%	-15%	0.6	0
CN(C)C(=O)c1ccc(NC(=O)c2ccc(-c3ccc(Cl)cc3)o2)cc1	-20%	-4%	-2%	/	-1%	-8%	3%	0.1	5
O=c1c(Cc2ccc(Cl)cc2)c(O)ccn1Cc1ccncc1	5%	1%	8%	-17%	2%	-1%	-2%	0.8	3
COC(=O)c1ccc(N/C(=N/S(=O)(=O)c2ccccc2)c2ccccc2)cc1	-25%	1%	-4%	/	10%	2%	2%	-2.6	4
COc1ccccc1-c1cc(C(=O)N2CCN(c3ccccc3)CC2)no1	-8%	-3%	-6%	?	-10%&-8%	11%	5%	-0.6	10
CC1CC(C(F)(F)F)n2nc(C(=O)O)cc2N1 (configuration not stated)	4%	-1%	0%	-16%	5%	4%	0%	-0.9	-18
CN(NS(=O)(=O)c1cccs1)c1ncc(C(F)(F)F)cc1Cl	2%	-7%	-22%	8%	13%	0%	-16%	-1.1	3
NS(=O)(=O)c1cccc(NC(=O)CSc2nc3ccccc3n2-c2ccccc2)c1	-4%	2%	0%	22%	18%	4%	-1%	-0.9	4
Clc1ccc2c(c1)C(N1CCNCC1)=Nc1ccccc1O2	-4%	-10%	-1%	-19%	-21%	1%&-1%	-4%	0.0	-2
O=C(COc1ccc([N+](=O)[O-])cc1)NNC(=O)Nc1ccccc1F	1%	-5%	-6%	-2%	10%	0%	8%	-0.7	-2
Cc1ccc(/C=C/C(=O)NCc2cccs2)c(C)c1	-4%[57.1 µM]	6%	-17%	26%	-6%	-3%	-10%	-1.7	6

Outcome played no part in choosing rows; overall some 4.1% were active at least once.
